Insulin prom inh: TRM-6 insulin promoter activity inhibition | TRM-6 cells (human fetal islet line), insulin promoter-eGFP reporter, imaging; reporter expression induced with tamoxifen | inhibition, % at 2 µM | actives 0.9% (n = 130,000) | AID 1273;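 active means inhibition above the mean plus 3 SD, with well images judged a real hit on visual review, cut at about 60% in these data, passing the limit was not always enough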
sdo1 growth: restores growth of sdo1-depleted yeast; S. cerevisiae sdo1-depleted JHY4D growth rescue, OD600 30 h; active compounds read high; pdr5 snq2 efflux-pump mutant strain; z-score at 10 µM; actives 0.21% (n = 140,000); AID 817;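 active means z-score above 3 at both the 24 hr and the 30 hr optical density reads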;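 further: z-score against mean and SD of all compound wells on the same plate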
sdo1 growth Rescue 24 h: recorded beside sdo1 growth, whose call it bears; z-score; S. cerevisiae sdo1-depleted JHY4D growth rescue, OD600; measured here: growth rescue at 24 h;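 0 is the plate mean of compound wells and units are plate SD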
* marks the source's active call; other numbers are inactive results; & = joins results of further samples. The list is partial; count on the stated rates, not on these rows.

Cc1[nH]c(C(=O)O)c(C)c1C(=O)OC(C)C was read as Insulin prom inh -28, sdo1 growth 0.65 and sdo1 growth Rescue 24 h 0.96.
For COc1ccc(C(=O)n2nnc3ccccc32)cc1Br the results were Insulin prom inh 29, sdo1 growth 0.85 and sdo1 growth Rescue 24 h 0.52.
For COCC(=O)OCC(=O)Nc1cc(C(C)(C)C)nn1-c1ccccc1 the results were Insulin prom inh 36, sdo1 growth 0.75 and sdo1 growth Rescue 24 h -0.03.
Screening O=C1C2C3C=CC(C4CC34)C2C(=O)N1CCc1ccccc1 (stereo not given) returned Insulin prom inh -3, sdo1 growth 0.25 and sdo1 growth Rescue 24 h 0.02.
Screening CCC1CSC(Nc2ccc(C(=O)/C=C/c3ccc(OC)c(OC)c3)cc2)=N1 (stereo not given) returned Insulin prom inh 33, sdo1 growth -1.9 and sdo1 growth Rescue 24 h -1.3.
For CNC(=O)c1ccc(CNC(=O)OCC(F)(F)F)cc1 the results were Insulin prom inh -35, sdo1 growth 0.81 and sdo1 growth Rescue 24 h 0.02.
Screening CC(=O)N/C(=N\OCc1ccccc1Cl)c1nonc1NC(C)=O returned Insulin prom inh -31, sdo1 growth -0.19 and sdo1 growth Rescue 24 h -0.56.
Screening CCN(Cc1ccccc1)C(=O)c1c[nH]c2ccc(S(=O)(=O)N(C)CCC#N)cc2c1=O returned Insulin prom inh 33, sdo1 growth -0.4 and sdo1 growth Rescue 24 h -0.92.
For COc1ccc(CC(=O)NNc2ncnc3c2cnn3C)cc1 the results were Insulin prom inh -40, sdo1 growth -0.38 and sdo1 growth Rescue 24 h -1.3.
Screening CC1(C)Cc2c(c(-c3ccccc3)nc3[nH][nH]c(=O)c23)CO1 returned sdo1 growth 0.44 and sdo1 growth Rescue 24 h -0.38.
`Cc1cc(N)n(-c2ncnc3scc(-c4ccccc4)c23)n1` gave Insulin prom inh 5, sdo1 growth 1.1 and sdo1 growth Rescue 24 h 0.53.
CC(C)CN(CC(C)C)S(=O)(=O)N1CCC(C(=O)NCc2cccnc2)CC1 was read as Insulin prom inh -14.
For COc1cccc(CNc2ccc(S(=O)(=O)Nc3nccs3)cc2)c1O the results were Insulin prom inh 44, sdo1 growth 0 and sdo1 growth Rescue 24 h -0.53.
`COCCCN(C(=O)Nc1ccc(C)c(C)c1)C(C)c1ccccn1` (stereo not given) gave sdo1 growth -0.06 and sdo1 growth Rescue 24 h -0.08.
Screening Cc1cnc(C(=O)Nc2cccc3ncccc23)cn1 returned Insulin prom inh -31.
Screening Cc1ccccc1CS(=O)(=O)CC1(O)CCN(C(=O)c2cccc(C(F)(F)F)c2)CC1 returned Insulin prom inh 23, sdo1 growth 0.19 and sdo1 growth Rescue 24 h -0.08.
For Cn1c(CNC(=O)c2ccccc2)nnc1SCC(=O)Nc1nccs1 the results were Insulin prom inh 12.
For CCOC(=O)c1cnn(-c2ccccc2)c1NC(=O)c1ccc(C)cc1 the results were sdo1 growth -0.3 and sdo1 growth Rescue 24 h -0.21.
For CC(Oc1ccc(Cl)cc1Cl)C(=O)Nc1ccncc1 (stereo not given) the results were sdo1 growth -2.5 and sdo1 growth Rescue 24 h -1.6.
Screening CCC(=O)NC(=S)Nc1cccc(C(C)=O)c1 returned Insulin prom inh 9, sdo1 growth 0.04 and sdo1 growth Rescue 24 h -0.47.
`Cc1c(N(C(=O)c2cnccn2)C2(C(=O)NC3CCCC3)CCCCC2)c(=O)n(-c2ccccc2)n1C` gave Insulin prom inh -7.
Screening CCOC(=O)C1=C(O)/C(=C/c2cn(CC(=O)N3CCCC3)c3ccccc23)SC1=Nc1ccccc1 returned Insulin prom inh 45, sdo1 growth -0.49 and sdo1 growth Rescue 24 h 0.89.
Screening COCc1ccc(CN2CCCC(CO)(Cc3cccc(Cl)c3)C2)o1 (stereo not given) returned Insulin prom inh -80.
`CC(c1nnnn1C(C)(C)C)N(Cc1cccnc1)Cc1ccccc1Cl` (stereo not given) gave Insulin prom inh 29, sdo1 growth -0.94 and sdo1 growth Rescue 24 h -0.78.
COc1ccc(N2CCN(C(=O)C3COc4ccccc4O3)CC2)cc1 (stereo not given) was read as Insulin prom inh -9, sdo1 growth 0.43 and sdo1 growth Rescue 24 h 0.54.
For O=C1CSc2ccccc2N1Cc1ccccc1F the results were sdo1 growth -0.53 and sdo1 growth Rescue 24 h -1.1.
Screening CCCCCCCCCC(=O)NNC(=O)c1c(O)c2ccccc2n(CCC)c1=O returned Insulin prom inh 61.
For CC(C)CCNC1=NCCCCC1 the results were Insulin prom inh 8, sdo1 growth 1.6 and sdo1 growth Rescue 24 h 0.62.
For Cc1onc(-c2ccccc2)c1C(=O)N[C@@H]1C(=O)N2[C@@H]1SC(C)(C)[C@@H]2C(=O)O the results were Insulin prom inh -5, sdo1 growth 0.73 and sdo1 growth Rescue 24 h 1.2.
O=C(COc1ccccc1)Nc1ccccc1Oc1ccccc1 was read as Insulin prom inh -3, sdo1 growth -0.16 and sdo1 growth Rescue 24 h -0.02.
Screening Cc1ccsc1/C=N/n1c(-c2ccncc2)n[nH]c1=S returned Insulin prom inh 33, sdo1 growth -0.28 and sdo1 growth Rescue 24 h -0.11.
Screening Cc1ccccc1C(=O)Nc1ccc(N2CCN(C)CC2)nc1 returned Insulin prom inh -36.
Screening CCOC(=O)C1CCCN(C(=O)Nc2ccccc2)C1 (stereo not given) returned Insulin prom inh 54, sdo1 growth 0.31 and sdo1 growth Rescue 24 h -0.03.
For Cn1c(SCc2nnc(-c3ccccc3)o2)nc2ccccc21 the results were Insulin prom inh 7.
`CCOC(=O)CCSCC(=O)Nc1nnc(C)s1` gave sdo1 growth 0.73 and sdo1 growth Rescue 24 h 0.3.
Screening Cc1cc([N+](=O)[O-])c(C(C)(C)C)cc1N returned Insulin prom inh -48, sdo1 growth -0.61 and sdo1 growth Rescue 24 h -0.87.
`CCCN1CNC(=S)N(c2cccc(C)c2C)C1` gave Insulin prom inh 23, sdo1 growth 1.1&1.1 and sdo1 growth Rescue 24 h 0.98&1.2.
For O=C(CNc1ccc2ccccc2c1)N/N=C/c1ccc(C(=O)O)cc1 the results were Insulin prom inh -64.
For COCCN1C(=O)C(O)=C(C(=O)c2cccs2)C1c1ccccc1 (stereo not given) the results were Insulin prom inh 17, sdo1 growth 0.45 and sdo1 growth Rescue 24 h -0.41.
Screening O=C(COc1ccccc1)Nc1ccc2c(c1)nc1n2CCOC1 returned sdo1 growth 0.47 and sdo1 growth Rescue 24 h 0.4.
O=C(/C=C/c1ccc(F)cc1)c1ccccc1Br was read as Insulin prom inh -9, sdo1 growth -1.1 and sdo1 growth Rescue 24 h -1.1.
N#CC1(C#N)[C@@H](C(=O)C23CC4CC(CC(C4)C2)C3)C12CCOCC2 was read as Insulin prom inh 29, sdo1 growth -1.3 and sdo1 growth Rescue 24 h -1.1.
For CCn1cc(C2C(C(=O)Nc3cc(C)ccn3)=C(C)NC3=C2C(=O)CC(C)(C)C3)c(C)n1 (stereo not given) the results were sdo1 growth 0.78 and sdo1 growth Rescue 24 h 0.35.
Screening Cc1c(-c2c(C#N)c(N)nc3c2CCCCCC3)cnn1C returned sdo1 growth 0.93 and sdo1 growth Rescue 24 h -0.05.
For O=S(=O)(/C(=C/c1ccc(C(F)(F)F)cc1)c1nc2ccccc2[nH]1)c1ccccc1 the results were Insulin prom inh 50, sdo1 growth -1.4 and sdo1 growth Rescue 24 h -1.7.
For O=C(O)CC/C(=N/Nc1ncc(C(F)(F)F)cc1Cl)C(=O)O the results were Insulin prom inh 18.
Screening Cc1ccc(OC(C)C(=O)Nc2ccc(C)c(S(=O)(=O)Nc3ccc(C)cc3C)c2)cc1 (stereo not given) returned Insulin prom inh 11, sdo1 growth -0.84 and sdo1 growth Rescue 24 h -1.8.
Screening CC(C)COP(=O)(c1ccc(N(C)C)cc1)C(O)c1ccccn1 (stereo not given) returned sdo1 growth 0.37 and sdo1 growth Rescue 24 h 0.53.

Ordered by number of heavy atoms (low to high): some entries from above
`CCCN1CNC(=S)N(c2cccc(C)c2C)C1` gave Insulin prom inh 23, sdo1 growth 1.1&1.1 and sdo1 growth Rescue 24 h 0.98&1.2.
Screening Cc1c(-c2c(C#N)c(N)nc3c2CCCCCC3)cnn1C returned sdo1 growth 0.93 and sdo1 growth Rescue 24 h -0.05.
N#CC1(C#N)[C@@H](C(=O)C23CC4CC(CC(C4)C2)C3)C12CCOCC2 was read as Insulin prom inh 29, sdo1 growth -1.3 and sdo1 growth Rescue 24 h -1.1.

(list continues)
Screening CCCOc1ccc(/C=C/C(=O)NCc2ccccc2)cc1 returned Insulin prom inh 25, sdo1 growth -1.2 and sdo1 growth Rescue 24 h -0.56.
Cc1ccc(/C=N/NC(=O)Cn2nccc2C)o1 was read as Insulin prom inh 44, sdo1 growth 0.41 and sdo1 growth Rescue 24 h -0.14.
Screening CN(C)CCN1C(=O)C(=O)/C(=C(/O)c2ccc(F)cc2)C1c1ccccc1 (stereo not given) returned sdo1 growth 0.2 and sdo1 growth Rescue 24 h -0.19.
For COc1ccc(-c2nnc(SCC(=O)Nc3cc(C)on3)n2N)cc1OC the results were sdo1 growth -0.28 and sdo1 growth Rescue 24 h -0.9.
Screening Nc1nc2n(n1)C(c1ccccc1)CC(c1ccc(F)cc1)N2 (stereo not given) returned sdo1 growth 0.18 and sdo1 growth Rescue 24 h -0.25.
Screening Cc1cccc(NS(=O)(=O)c2ccc(C)c(C(=O)OCC(=O)Nc3cc(C)on3)c2)c1 returned Insulin prom inh -70, sdo1 growth 0.65 and sdo1 growth Rescue 24 h 0.48.
O=C(O)c1cc(N=Nc2c(O)ccc3ccccc23)cc(C(=O)O)c1 was read as Insulin prom inh 11.
COCCCN=Cc1c(C)[nH]n(-c2ccc(Br)cc2Br)c1=O was read as Insulin prom inh -5.
Screening COc1cccc(/C=N\NC(=O)c2ccc(Cn3cc(Br)c([N+](=O)[O-])n3)o2)c1O returned Insulin prom inh 27.
For O=C(Cn1nnc2ccccc21)OCC(=O)c1ccccc1 the results were Insulin prom inh 31, sdo1 growth 0.33 and sdo1 growth Rescue 24 h 0.41.
CC(NC(=O)c1ccc(Cl)cc1Cl)C(c1ccccc1)N1CCOCC1 (stereo not given) was read as Insulin prom inh -17.
O=C(CSc1nnc(-c2cccs2)n1-c1ccccc1)NCc1ccc2c(c1)OCO2 was read as Insulin prom inh -381, sdo1 growth -0.72 and sdo1 growth Rescue 24 h -0.7.
CCOc1ccc(Cl)cc1S(=O)(=O)N1CCN(c2ccc(F)cc2)CC1 was read as Insulin prom inh -220, sdo1 growth -1.3 and sdo1 growth Rescue 24 h -1.2.
CC1(C)CNC(=O)CC(C)(C)N1O was read as Insulin prom inh -33, sdo1 growth 1.3 and sdo1 growth Rescue 24 h 1.4.
For O=C(Nc1cnn(Cc2ccccc2)c1)c1cc2nc(-c3ccco3)cc(C(F)(F)F)n2n1 the results were Insulin prom inh -12, sdo1 growth 0.01 and sdo1 growth Rescue 24 h 0.85.
CN1CCN(Cc2nc3ccccc3c(=O)n2Cc2nc(-c3ccc4ccccc4c3)cs2)CC1 was read as sdo1 growth -2 and sdo1 growth Rescue 24 h -1.9.
O=C(Nc1ccc(S(=O)(=O)NC2CCCC2)cc1)c1cnccn1 was read as Insulin prom inh -19, sdo1 growth 1.2 and sdo1 growth Rescue 24 h 0.35.
NC(=O)c1ccccc1N/C=C/C(=O)c1ccc(Cl)cc1 was read as Insulin prom inh 6, sdo1 growth -0.77 and sdo1 growth Rescue 24 h 0.36.
COc1ccc(C)cc1S(=O)(=O)N(C)CC(=O)NCc1ccco1 was read as Insulin prom inh 25, sdo1 growth 0.95 and sdo1 growth Rescue 24 h 0.95.
For CSCC[C@H](NC(=O)CC(C)(C)C)c1nc2ccccc2[nH]1 the results were Insulin prom inh 7, sdo1 growth 1.3 and sdo1 growth Rescue 24 h 2.
`Cc1cccc(C)c1NC(=O)C1(NC(=O)c2cnccn2)CCCCC1` gave sdo1 growth 1.1 and sdo1 growth Rescue 24 h 0.11.

Molecules shown so far containing a Cl atom, in the order listed:
Screening CC(=O)N/C(=N\OCc1ccccc1Cl)c1nonc1NC(C)=O returned Insulin prom inh -31, sdo1 growth -0.19 and sdo1 growth Rescue 24 h -0.56.
For CC(Oc1ccc(Cl)cc1Cl)C(=O)Nc1ccncc1 (stereo not given) the results were sdo1 growth -2.5 and sdo1 growth Rescue 24 h -1.6.
Screening COCc1ccc(CN2CCCC(CO)(Cc3cccc(Cl)c3)C2)o1 (stereo not given) returned Insulin prom inh -80.
`CC(c1nnnn1C(C)(C)C)N(Cc1cccnc1)Cc1ccccc1Cl` (stereo not given) gave Insulin prom inh 29, sdo1 growth -0.94 and sdo1 growth Rescue 24 h -0.78.
For O=C(O)CC/C(=N/Nc1ncc(C(F)(F)F)cc1Cl)C(=O)O the results were Insulin prom inh 18.
CC(NC(=O)c1ccc(Cl)cc1Cl)C(c1ccccc1)N1CCOCC1 (stereo not given) was read as Insulin prom inh -17.
CCOc1ccc(Cl)cc1S(=O)(=O)N1CCN(c2ccc(F)cc2)CC1 was read as Insulin prom inh -220, sdo1 growth -1.3 and sdo1 growth Rescue 24 h -1.2.
NC(=O)c1ccccc1N/C=C/C(=O)c1ccc(Cl)cc1 was read as Insulin prom inh 6, sdo1 growth -0.77 and sdo1 growth Rescue 24 h 0.36.
